Screening results: PubChem, University of Kansas High Throughput Screening Laboratory
Pf apPOL inh – Pf-apPOL inhibitors, biochemical, fluorescence. Plasmodium falciparum apicoplast DNA polymerase (apPOL). Recombinant Pf-apPOL, molecular beacon fluorescence, 1.5 h. inhibition, % at 10 µM. 210,000 compounds, 0.25% hits. AID 1794808, 2022
mHTT-CaM PPI inh – mutant huntingtin-calmodulin interaction inhibitors – biochemical, AlphaScreen, primary screen | P42858 | AlphaScreen His-mHTT/GST-CaM binding, luminescence | inhibition, % at 15 µM | 190,000 compounds, 3.6% hits;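 also: 0% = both proteins with DMSO and 100% = one protein alone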
Target sequence (P42858 whole entry, looked up, stated change not applied): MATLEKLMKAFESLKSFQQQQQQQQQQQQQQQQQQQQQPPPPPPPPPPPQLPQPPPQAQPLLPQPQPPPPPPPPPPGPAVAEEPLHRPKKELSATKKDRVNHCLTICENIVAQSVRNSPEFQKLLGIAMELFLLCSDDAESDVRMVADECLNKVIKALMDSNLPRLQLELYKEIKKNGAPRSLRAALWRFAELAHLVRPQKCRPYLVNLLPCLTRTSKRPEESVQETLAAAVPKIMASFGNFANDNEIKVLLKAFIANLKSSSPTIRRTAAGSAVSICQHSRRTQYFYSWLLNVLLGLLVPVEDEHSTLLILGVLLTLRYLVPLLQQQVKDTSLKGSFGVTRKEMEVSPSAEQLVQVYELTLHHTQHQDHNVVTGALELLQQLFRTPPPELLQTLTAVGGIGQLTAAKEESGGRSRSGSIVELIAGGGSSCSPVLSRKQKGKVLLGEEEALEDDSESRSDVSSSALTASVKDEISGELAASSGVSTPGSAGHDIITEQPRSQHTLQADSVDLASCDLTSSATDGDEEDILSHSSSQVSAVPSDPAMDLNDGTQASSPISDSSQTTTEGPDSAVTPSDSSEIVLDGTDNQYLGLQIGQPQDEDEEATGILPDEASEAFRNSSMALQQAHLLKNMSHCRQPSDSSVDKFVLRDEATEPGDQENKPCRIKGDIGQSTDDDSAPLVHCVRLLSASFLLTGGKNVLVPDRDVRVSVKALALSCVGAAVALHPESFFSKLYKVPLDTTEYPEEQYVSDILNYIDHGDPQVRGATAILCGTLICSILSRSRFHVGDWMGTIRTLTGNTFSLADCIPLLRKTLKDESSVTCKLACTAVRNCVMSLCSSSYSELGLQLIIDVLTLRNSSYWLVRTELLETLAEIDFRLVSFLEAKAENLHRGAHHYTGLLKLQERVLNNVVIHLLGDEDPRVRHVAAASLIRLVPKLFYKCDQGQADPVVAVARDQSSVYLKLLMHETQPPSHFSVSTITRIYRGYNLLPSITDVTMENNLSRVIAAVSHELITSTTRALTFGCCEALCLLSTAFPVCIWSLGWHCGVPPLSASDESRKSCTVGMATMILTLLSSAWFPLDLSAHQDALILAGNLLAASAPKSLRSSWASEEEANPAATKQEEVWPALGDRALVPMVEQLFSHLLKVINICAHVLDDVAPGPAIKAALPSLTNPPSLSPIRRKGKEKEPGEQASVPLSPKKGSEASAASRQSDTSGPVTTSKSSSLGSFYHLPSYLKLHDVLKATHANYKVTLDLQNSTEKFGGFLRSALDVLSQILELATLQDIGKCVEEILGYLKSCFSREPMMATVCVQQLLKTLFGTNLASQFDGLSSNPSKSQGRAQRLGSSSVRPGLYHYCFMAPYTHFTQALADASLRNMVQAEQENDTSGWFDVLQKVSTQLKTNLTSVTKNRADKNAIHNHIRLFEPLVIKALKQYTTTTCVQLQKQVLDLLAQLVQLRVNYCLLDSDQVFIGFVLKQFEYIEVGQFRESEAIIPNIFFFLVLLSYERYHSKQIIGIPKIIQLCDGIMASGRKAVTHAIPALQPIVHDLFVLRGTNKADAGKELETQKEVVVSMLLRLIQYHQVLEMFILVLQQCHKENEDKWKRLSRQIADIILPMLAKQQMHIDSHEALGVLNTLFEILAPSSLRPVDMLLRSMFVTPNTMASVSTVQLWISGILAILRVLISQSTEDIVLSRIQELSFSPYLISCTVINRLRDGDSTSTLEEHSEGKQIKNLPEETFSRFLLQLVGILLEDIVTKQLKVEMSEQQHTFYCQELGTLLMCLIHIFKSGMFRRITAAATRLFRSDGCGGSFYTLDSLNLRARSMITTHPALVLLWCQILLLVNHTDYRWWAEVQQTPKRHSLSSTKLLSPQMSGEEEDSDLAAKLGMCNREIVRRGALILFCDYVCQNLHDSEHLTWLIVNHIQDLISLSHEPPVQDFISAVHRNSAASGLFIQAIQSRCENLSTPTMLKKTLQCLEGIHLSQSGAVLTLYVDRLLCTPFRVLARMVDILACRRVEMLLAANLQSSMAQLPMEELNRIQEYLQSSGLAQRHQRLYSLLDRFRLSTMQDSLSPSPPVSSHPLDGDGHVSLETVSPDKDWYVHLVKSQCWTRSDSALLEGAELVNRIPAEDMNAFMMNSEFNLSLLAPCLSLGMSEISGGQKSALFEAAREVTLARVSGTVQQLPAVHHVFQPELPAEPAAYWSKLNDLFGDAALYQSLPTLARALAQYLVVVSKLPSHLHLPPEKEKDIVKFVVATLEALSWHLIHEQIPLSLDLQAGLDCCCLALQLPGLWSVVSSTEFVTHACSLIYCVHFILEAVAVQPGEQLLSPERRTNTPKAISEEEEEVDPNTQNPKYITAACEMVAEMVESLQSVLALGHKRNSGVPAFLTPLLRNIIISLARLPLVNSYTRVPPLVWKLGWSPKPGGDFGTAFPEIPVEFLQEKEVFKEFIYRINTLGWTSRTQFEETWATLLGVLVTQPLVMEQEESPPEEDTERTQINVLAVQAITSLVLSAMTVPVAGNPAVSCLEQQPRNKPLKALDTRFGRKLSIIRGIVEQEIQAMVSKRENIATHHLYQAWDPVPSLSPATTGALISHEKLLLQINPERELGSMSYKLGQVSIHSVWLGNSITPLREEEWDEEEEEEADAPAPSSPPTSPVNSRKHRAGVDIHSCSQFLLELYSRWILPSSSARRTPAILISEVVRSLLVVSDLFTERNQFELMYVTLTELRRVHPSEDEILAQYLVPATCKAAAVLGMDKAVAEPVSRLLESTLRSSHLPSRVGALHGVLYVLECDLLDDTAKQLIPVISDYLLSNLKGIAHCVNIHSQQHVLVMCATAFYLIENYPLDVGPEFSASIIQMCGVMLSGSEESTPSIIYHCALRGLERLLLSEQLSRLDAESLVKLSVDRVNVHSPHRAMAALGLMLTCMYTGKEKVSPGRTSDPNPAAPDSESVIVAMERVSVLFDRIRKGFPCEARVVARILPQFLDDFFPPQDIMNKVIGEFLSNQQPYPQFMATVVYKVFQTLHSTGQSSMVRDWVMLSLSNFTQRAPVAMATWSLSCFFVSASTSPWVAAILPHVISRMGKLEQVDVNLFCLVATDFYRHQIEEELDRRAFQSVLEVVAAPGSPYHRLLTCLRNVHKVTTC
Numbers without * were called inactive; i = inactive; nt = not tested or not shown; & = joins results of further samples. Rule as the data show it: active = inhibition above about 50%; inactive = the rest.

SMILES	Pf apPOL inh	mHTT-CaM PPI inh
Cc1cc(Br)cc(C)c1NC(=O)Cc1ccc(Cl)cc1	-1	-6
Cc1ccc(C2CC(C(F)(F)F)n3nc(C(=O)NCC(C)C)c(Cl)c3N2)cc1 (stereo not drawn)	4	7
CCOc1ccc(N2C(=O)CSC2c2ccc([N+](=O)[O-])cc2)cc1 (stereo not drawn)	-1	11
Cc1cccc(NC(c2ccc(F)cc2)c2ccc3cccnc3c2O)n1 (stereo not drawn)	4	100*
COc1ccccc1NC(=O)Nc1nc(CC(=O)N2CCc3ccccc32)cs1	0	15
O=C(Nc1ccc2nsnc2c1)c1cccs1	46	-16
Cc1cc(=O)[nH]c(SCC(=O)N2CCOCC2)n1	-4	-1
COC(=O)Nc1ccc2c(c1)C(=O)N(C)CCO2	-2	-7
CN1CCN(CC(=O)N2c3ccccc3C(=O)Nc3cccnc32)CC1	5	nt
CCCN(C)C(=O)Cc1c[nH]c2ncccc12	0	-13
Cc1cc2c(cc1C)NC(CC(=O)Nc1ccccc1F)C(=O)N2 (stereo not drawn)	-58	29
CCOc1ccc(C(=O)Nc2cccc(NC(=O)CC)c2)cc1[N+](=O)[O-]	-6	9
O=S(=O)(NC1CCCc2ccccc21)c1ccc2nc(-c3ccccc3)[nH]c2c1 (stereo not drawn)	11	7
CC(=O)c1ccc(NC(=O)CN2C(=O)NC3(CCC(C)CC3)C2=O)cc1 (stereo not drawn)	-1	9
Cc1ccsc1C(=O)N1CCC(c2nc(C3CC3)n[nH]2)CC1	3	-8
COc1ccc(Cn2cc(F)c(=O)n(C)c2=O)cc1[N+](=O)[O-]	-24	-6
O=C1Cc2cc(NC(=O)c3c(F)cccc3Cl)ccc2N1	-4	-13
NC(CC(=O)O)c1ccc(F)cc1 (stereo not drawn)	-5	5
CC(=O)c1cccc(NC(=O)C2CC(c3ccccc3F)=NO2)c1 (stereo not drawn)	-3	-10
CC(C)(C)C=C(C#N)C(C)(C)C	-1	nt
Cc1noc(-c2ccccc2Cl)c1C(=O)NCc1ccsc1	-2	-9
O=c1[nH]c(Nc2nc3ccccc3[nH]2)nc2ccccc12	-3	1
CC1CCc2c(sc(NC(=O)CSc3nncn3C)c2C#N)C1 (stereo not drawn)	-8	-4
COc1ccccc1CN1CC(C(=O)O)CC1=O (stereo not drawn)	1	-8
Cc1c(C#N)c(=O)[nH]c2ccccc12	-3&-3	nt
Cc1ccc(-n2c(=O)n(C(C)C)c(=O)c3c2ncn3C(C)C)cc1	0	2
O=C1OC(c2cccc(F)c2)=N/C1=C\c1ccc(Cl)cc1	-3	8
COc1ccc2nc(NC(=O)c3cccc(Cl)c3Cl)sc2c1	-4	-6
Cc1onc(-c2ccccc2)c1C(=O)Nc1cccc(NC(=O)c2c(-c3ccccc3)noc2C)n1	-5	6
CCCC(=O)Nc1ccc(NC(=O)COc2ccc(C)c(C)c2)cc1	-2	2
Cc1ccc(NC(=O)CN2C(=O)NC3(CCCCC3)C2=O)cc1	-5	0
NCC1CCCN(CCO)C1 (stereo not drawn)	nt	-2
Cc1[nH]nc2c1C(c1cc(Cl)cc(Cl)c1O)C(C#N)=C(N)O2 (stereo not drawn)	0	10
Cc1cc(N2CCN(CC(=O)Nc3ccc4c(c3)OCCO4)CC2)c2ccccc2n1	-3	nt
COc1ccc(Cc2nnc(NC(=O)Cc3ccc(Br)cc3)s2)cc1	-2	0
O=C(C1CCN(Cc2ccc3c(c2)OCO3)CC1)N1CCN(c2ccccc2F)CC1	-2	6
Cc1ccc(C(=O)N2CCC(Nc3ncnc4c3CCC4)CC2)s1	-8	6
COc1cc(/C=C2N=C(/C=C/c3cccc(Cl)c3Cl)OC\2=O)cc(OC)c1OC	-2	4
COc1nc(C)c(-c2csc(C)n2)cc1C#N	-8&12	nt
Cc1ccc(N2C=C(C(=O)N3CCOCC3)S(=O)(=O)c3ccccc32)cc1F	0	4
CCc1cc(-c2[nH]ncc2-c2cnn(-c3ccccc3)c2)c(O)cc1O	-3	94*
Cc1cc(C)cc(N2CC(C(=O)NCCc3ccccn3)CC2=O)c1 (stereo not drawn)	-4	-5
C=CCNC(=O)C1CCC(c2ccc(F)c(C)c2)N(C(=O)NC(C)C)C1 (stereo not drawn)	0	-1
CCNC(=O)c1ccc(-n2cccc2)nc1	-4	-2
CC(C)c1ccc(S(=O)(=O)Nc2ccc3oc(=O)sc3c2)cc1	2	22
CC(=NN=C(N)SCc1cc(F)cc2c1OCOC2)c1ccc(C)nc1	-2	nt
Cc1ccc(C)c(C2NC(=O)N(CC(=O)NCCc3ccccc3)C3=C2C(=O)OC3)c1 (stereo not drawn)	-1	1
O=C(Nc1ccc(F)cc1F)c1ccc(Br)cc1F	-3	-9
O=[N+]([O-])c1cc(C=Cc2nc(-c3cc(C(F)(F)F)cc(C(F)(F)F)c3)no2)cs1	0&0	nt
C/C=C(\C)CN1CCN(C)CC1	4	2
FC(F)(F)c1ccc(-c2nc(-c3cc(-c4ccc(Cl)cc4Cl)no3)cs2)cc1	-5	nt
Cc1cnn(-c2nc(-c3ccco3)cc(C(F)(F)F)n2)c1	4	2
NC(=O)NC(CC(=O)O)c1ccccc1 (stereo not drawn)	-1	-8
Fc1ccc2c(c1)Sc1ccccc1N2	-10	74*
Fc1ccccc1CN1CCN(CC2CC=CCC2)CC1 (stereo not drawn)	3	2
CCCC12CN3CC(C)(CN(C1)C3c1ccc(C(C)C)cc1)C2=O (stereo not drawn)	6	-5
N/C(CN1CCCC1=O)=N\OC(=O)c1ccccc1Cl	-1	i
Cc1ccc(S(C)(=O)=NC(=O)c2cnc3c(c(C)nn3C)c2SC(C)C)cc1 (stereo not drawn)	-23	nt
Cc1ccnc(NC(=O)C2CCCC2)c1	-2	-4
Cc1oc(C(C)(C)C)cc1C(=O)Nc1ccc(SCc2cccc(Cl)c2F)cc1	-5	nt

New compounds follow.
SMILES	Pf apPOL inh	mHTT-CaM PPI inh
COc1cccc(C2CC(=O)C3=C(C2)Nc2ccccc2NC3c2ccccc2F)c1 (stereo not drawn)	-8	24
Cc1c(C(=O)NCc2cccnc2)cccc1[N+](=O)[O-]	-6	2
COCCc1nnc(NC(=O)c2cccc(SC)c2)o1	-14	15
COC(=O)c1ccc(S(=O)(=O)Nc2ccc3c(c2)C(=O)OC3)n1C	4	nt
C=CCc1c(C)nc(SC)[nH]c1=O	-6	-4
O=C1N(c2ccccc2)C2CS(=O)(=O)CC2N1c1cccc(Cl)c1 (stereo not drawn)	-2	-2
Cc1nn(-c2ccccc2)c(C)c1-c1nc(-c2cccc(Cl)c2)no1	2	nt
CN(C)c1ccc([N+](=O)[O-])cc1Cl	nt	-1
CN(C)CCN1C(=O)C(=O)C(=C(O)c2ccccc2)C1c1ccc(N(C)C)cc1 (stereo not drawn)	-3	5
O=C(c1cccc([N+](=O)[O-])c1)N1N=C(C2CCCCC2)CC1(O)C(F)(F)F (stereo not drawn)	-2	15
CC(C)c1cc(C2CCCN2C(=O)Cc2cccc(Cl)c2)on1 (stereo not drawn)	4	-4
Cc1ccc(N2CC(NS(C)(=O)=O)CC2=O)cc1C (stereo not drawn)	-8	-17
COCn1c(-c2ccc(OC)c(OC)c2)nc2ccccc21	-5	3
CN(C)c1ccc(C(CNC(=O)c2ccccc2[N+](=O)[O-])N2CCc3ccccc3C2)cc1 (stereo not drawn)	-5	66*
Cc1ccc(NC(=O)c2c([N+](=O)[O-])cnn2C)c(C)c1	16	-6
O=C1NN(c2ccc([N+](=O)[O-])cc2[N+](=O)[O-])C(=O)C2C1C1C=CC2C12CC2 (stereo not drawn)	-2	6
Cc1cc2nn(CC(=O)NCc3ccc4c(c3)OCO4)c(=O)n2c(Nc2ccccc2C)n1	2	-3
COc1ccc(-c2cc(C(=O)NCc3ccc(C)o3)no2)cc1	-1	-3
CC(=O)c1ccc(NC(=O)c2sc3nc(C)c(C)c(C)c3c2N)cc1	-3	6
COc1ccc(C(NC(=O)c2ccccc2)NC(=O)c2ccccc2)c(OC)c1	1	17
Oc1ccc(Cl)cc1-c1cc(C(F)(F)F)[nH]n1	-74	11
C=CCc1ccccc1OCCN1CCCC1	2	-5
CN1CCN(C(=O)CCc2conc2-c2ccccc2)CC1	-4	1
O[C@@H]1CN(CC2CCCCC2)[C@@H](c2ccc(Cl)cc2)C[C@H]1n1cc(C2CC2)nn1	0	-1
Cc1ccc(C)c(CNC(=O)C2(c3ccc(NS(C)(=O)=O)cc3)CCCCC2)c1	-7	3
CCNc1cc(N2CCC(CCC(=O)NC(CC)CC)CC2)ncn1	0	-2
NS(=O)(=O)c1ccc(N=Cc2ccc3c(c2)OCO3)cc1	-7	4
Cc1cc2n(n1)CCCN2C(=O)CCC(=O)N1CCN(Cc2ccc3c(c2)OCO3)CC1	-3	7
CCc1ccccc1N1C(=O)NC2CC1(C)Oc1ccc(Cl)cc12 (stereo not drawn)	20	7
COc1ccccc1NC(=O)NNC(=S)NCC(OC)OC	-12	nt
O=C(CCCc1nc2ccccc2s1)Nc1ccccc1	-6&2	-26&-5
CNC(=O)C1CCCN(c2nc3ncn(CC(=O)NC4CCCC4)c(=O)c3s2)C1 (stereo not drawn)	-4	-13
CCOc1ccc(C=C2Oc3cc(OC(=O)CC)ccc3C2=O)cc1	-4	0
N#Cc1sc2nc3c(cc2c1N)CCCC3	15	-10&-8
Cc1nc(-c2ccc(OCc3ccccc3C)cc2)no1	0	-16
O=C(NCc1ccccc1F)c1nnn(-c2ccc(F)cc2)c1-c1ccncc1	-3	1

Single records, as listed above. Order of screens: Pf apPOL inh, mHTT-CaM PPI inh
Profile of Cc1ccc(C)c(CNC(=O)C2(c3ccc(NS(C)(=O)=O)cc3)CCCCC2)c1 → -7, 3
Profile of NS(=O)(=O)c1ccc(N=Cc2ccc3c(c2)OCO3)cc1 → -7, 4
Profile of O=C(NCc1ccccc1F)c1nnn(-c2ccc(F)cc2)c1-c1ccncc1 → -3, 1
Profile of Cc1cc2n(n1)CCCN2C(=O)CCC(=O)N1CCN(Cc2ccc3c(c2)OCO3)CC1 → -3, 7
Profile of COc1ccccc1NC(=O)NNC(=S)NCC(OC)OC → -12, nt

(continued)
SMILES	Pf apPOL inh	mHTT-CaM PPI inh
Cc1ccc(S(=O)(=O)N2CCc3nc(C)ncc3C2)c(C)c1	2	8
Cc1nc(-c2ccccc2)sc1-c1nc(-c2ccc([N+](=O)[O-])o2)no1	0&-3	nt
COc1ccc(OC)c(S(=O)(=O)N2CCN(c3ccc(C)c(Cl)c3)CC2)c1	0	31
Cc1ccccc1OCCNc1ccc(C(F)(F)F)cc1[N+](=O)[O-]	-3	25
Cc1nnc(-c2cccn2CC(=O)NC2CCCCCCC2)o1	-1	-4
Fc1ccc(C2CC(c3ccc(I)cc3)Nc3ncnn32)cc1 (stereo not drawn)	-4	31
Cc1cccc(N2CCN(C(=O)C(C)C)C(C)C2=O)c1C (stereo not drawn)	-5	1
COc1ccc(OC)c(CNc2sc3c(c2C(=O)Nc2ccccc2OC)CCC3)c1	4	82*
Cc1ncc(CO)c2cc(C(=O)Nc3ccccc3F)c(=Nc3ccc4c(c3)OCO4)oc12	5	5
CCC(C(=O)Nc1c2c(nn1-c1cccc(Cl)c1)CS(=O)(=O)C2)c1ccccc1 (stereo not drawn)	-3	3
O=C(c1ccc(C(F)(F)F)cc1)N1CCN(c2nc(CN3CCCCC3)cs2)CC1	-8	4
Cc1cc(C)cc(N=c2oc3c(C)ncc(CO)c3cc2C(=O)Nc2ccccc2C)c1	6	2

Some values from the list.
Under mHTT-CaM PPI inh, `Cc1ccccc1OCCNc1ccc(C(F)(F)F)cc1[N+](=O)[O-]` has 25
Under mHTT-CaM PPI inh, `Cc1ncc(CO)c2cc(C(=O)Nc3ccccc3F)c(=Nc3ccc4c(c3)OCO4)oc12` has 5
Under Pf apPOL inh, `O=C(c1ccc(C(F)(F)F)cc1)N1CCN(c2nc(CN3CCCCC3)cs2)CC1` has -8

The listing picks up with the 5 entries that preceded the break.
SMILES	Pf apPOL inh	mHTT-CaM PPI inh
COc1ccc(OC)c(CNc2sc3c(c2C(=O)Nc2ccccc2OC)CCC3)c1	4	82*
Cc1ncc(CO)c2cc(C(=O)Nc3ccccc3F)c(=Nc3ccc4c(c3)OCO4)oc12	5	5
CCC(C(=O)Nc1c2c(nn1-c1cccc(Cl)c1)CS(=O)(=O)C2)c1ccccc1 (stereo not drawn)	-3	3
O=C(c1ccc(C(F)(F)F)cc1)N1CCN(c2nc(CN3CCCCC3)cs2)CC1	-8	4
Cc1cc(C)cc(N=c2oc3c(C)ncc(CO)c3cc2C(=O)Nc2ccccc2C)c1	6	2
CC(=O)N1CCC(n2c(C)nc(C(=O)N3CCN(C4CCCCC4)CC3)c2C)CC1	1	5
O=C(CN1C(=O)CCC1=O)Nc1cccc(NC(=O)CN2C(=O)CCC2=O)c1	0	-16
COc1cc(/C=C2N=C(/C=C/c3ccc(Cl)cc3Cl)OC\2=O)cc(OC)c1OC	-10	5
O=C(Nc1cccc(Cl)c1)c1cccc([N+](=O)[O-])c1	-16	92*
O=C1N=C(N2CCOCC2)SC1=C1CCCC1	-6	-6
CC(C)c1ccc(CN2CCC(O)CC2)cc1	-1	3

Part of the list above, with each value named:
O=C(Nc1ccc(F)cc1F)c1ccc(Br)cc1F
  Pf apPOL inh: -3
  mHTT-CaM PPI inh: -9

Cc1ccc(NC(=O)c2c([N+](=O)[O-])cnn2C)c(C)c1
  Pf apPOL inh: 16
  mHTT-CaM PPI inh: -6

This is a random part of the collection; 3.5% or so of the library scored in one or more.
